# Screening results (PubChem)
# PglD DTNB – C. jejuni PglD acetyltransferase inhibitors, primary screen, biochemical, DTNB colorimetric, single point; 0.098% of 360,000 active; UDP-N-acetylbacillosamine N-acetyltransferase PglD (Campylobacter jejuni); purified PglD enzyme, DTNB colorimetric CoA detection; AID 602405, 2012; inhibition, % at 12.5 µM; in the data active = inhibition above about 16%, passing the limit was not always enough; also: strong numbers were not always called active
# Statin myotox sup – suppressors of statin myotoxicity in C2C12 myotubes, primary screen, cell-based, single point, plate reader; 0.78% of 330,000 active; rescue of ATP level, % at 7.49 µM; C2C12 myotubes + simvastatin, ATP luminescence, 48 h; scaled: DMSO 0, geranylgeraniol control 100;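 active = mean ATP rescue above about 67%, or every replicate alone reaching that limit, limit read from the data, passing the limit was not always enough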;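 also: myotubes were challenged with 10 µM simvastatin during compound exposure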
# Starred values were filed as active, the others as inactive. An excerpt; count on the stated rates, not on these rows.
SMILES,PglD DTNB,Statin myotox sup
CCOC(=O)c1c(-c2ccc(C)c(C)c2)csc1NC(=O)C1CC=CCC1C(=O)O (stereo unspecified),12,6
CCOc1ccc(C=NC23CN4CN(CN(C4)C2)C3)cc1,4,-6
O=C(c1scc2c1CCCC2)N1CCCCC1,-8,-4
CCN(CCCNC(=O)CC(C(=O)N1CCc2ccccc21)n1ccnc1)c1ccccc1 (stereo unspecified),1,35
CCC1(CC)Cc2ccccc2-c2nc3ccccc3c(=O)n21,-5,8
Cn1c(C(=O)Nc2ccccc2)cc2sccc21,-1,15
Clc1ccc2c(c1)C(N1CCNCC1)Cc1ccccc1S2 (stereo unspecified),-1,-30
CC(C)(C)c1nc(CN2CCCCC2)cc(CN2CCCCC2)c1O,-3,-8
COc1ccc(-c2csc(/C(C#N)=C(\O)CSc3nccn3C)n2)cc1OC,-2,5
COc1ccc(CN(CC2CCCO2)C(=O)CN2C(=O)COc3ccccc32)cc1OC (stereo unspecified),5,10
Cc1ccc(OC(=O)C(F)(F)F)c2c1NCCC2,-1,2
CCOc1ccc2ccccc2c1CNCCN1CCOCC1,-1,2
Cn1c(N2CCCCC2)nc2c1c(=O)[nH]c(=O)n2C,-2,0
Cc1ccc(NC(=O)C(C)Sc2nnc(-c3cccnc3)n2-c2ccccc2)cc1 (stereo unspecified),-5,3
CCCCNC(=O)CSc1nc2ccccc2c(=O)n1CC1COc2ccccc2O1 (stereo unspecified),0,-3
Cc1ccc(C(=O)N(c2ccccn2)C(C)c2ccco2)cc1C (stereo unspecified),6,123*
CCOc1ccccc1N1CCN(c2nc(N)c(C#N)c(CC#N)c2C#N)CC1,0,-26
O=C(COc1ccccc1)N1CCc2ccccc2C1,6,4
Cc1ccc(S(=O)(=O)NCCCCCC(=O)Nc2ccccn2)cc1,-6,-3
CCCN1CCCc2cc(CN(CCCN3CCOCC3)C(=O)Nc3ccc(OCC)cc3)ccc21,0,40
Cc1ccc(C(=O)CSc2nnc(COc3ccc(C#N)cc3)n2-c2ccccc2)cc1,-4,-56
Cn1c(=O)c2c(nc(CN3CCOCC3)n2CCCO)n(C)c1=O,-4,5
Cc1cccc2c1Sc1ccccc1CC2=O,-2,-5
O=C(/C=C/c1ccc(Cl)cc1Cl)NCc1ccco1,-3,33
CC(C)CC(NC(=O)C(CC(C)C)NC(=O)OC(C)(C)C)C(=O)O (stereo unspecified),1,1
COC(=O)c1ccccc1NC(=O)c1ccco1,-6,-3
CC(=O)ON1C(C)(C)CC(OC(=O)c2ccccc2)CC1(C)C,4,-4
CCCCS/C(=C(/C#N)C(N)=O)c1cc2c([nH]1)CCCC2,4,3
CCOc1ccc(NC(=O)COC(=O)Cc2ccc(S(=O)(=O)N3CCOCC3)s2)cc1,4,10
C=CCn1c(SCC(=O)c2cc(C)n(CCOC)c2C)nc2sc(C)c(C)c2c1=O,-5,-12
O=C(c1ccc2c(=O)n(CC3CCCO3)c(=S)[nH]c2c1)N1CCN(c2ccccc2)CC1 (stereo unspecified),6,1
CCC(C)NS(=O)(=O)c1ccc(-c2csnn2)s1 (stereo unspecified),2,11
Cc1occc1-c1nnc(SCC(=O)N(C)C)o1,-1,0
O=C(Nc1cc(C(F)(F)F)ccc1N1CCOCC1)c1cccc(F)c1,-3,-6
CCCCN1C(=O)c2ccc(C(=O)Nc3ccc(C)c(S(=O)(=O)N(C)C)c3)cc2C1=O,25*,12
COc1cccc(CNC(=O)c2cc3oc4ccccc4c3n2C)c1OC,3,-1
CN(C)c1ccc(CNC23CN4CN(CN(C4)C2)C3)cc1,1,2
Cc1occc1C(=O)NC(C)CCc1ccccc1 (stereo unspecified),2,9
Cc1noc(C)c1S(=O)(=O)N1CCC(C(=O)N2CCN(c3ccc(Cl)cc3)CC2)CC1,-3,5
CC(=O)OC1(C(F)(F)F)Oc2ccccc2NC1=O (stereo unspecified),0,8
O=C1c2ccccc2C(=O)N1CCC(=O)N1CCc2ccccc21,-5,-14
Cc1nc(SCC(O)CCl)c([N+](=O)[O-])[nH]1 (stereo unspecified),-7,21
O=C(Nc1ccc(F)cc1F)c1ccco1,3,-1
CC(O)C1CCC2C3CC[C@H]4CC(O)CCC4(C)C3CC3(OCCO3)C12C (stereo partly specified),-1,14
CCOC(=O)c1sc(NC(=O)CSc2nnc(C)s2)c(C(=O)OCC)c1C,-4,5
CCN(CC)C(=O)C(C)N(C#N)c1nc(SC)nc(N(C)C)n1 (stereo unspecified),-4,12
COc1ccc2occ(NC(C)=O)c2c1,-2,-8
CCOc1ccc(-c2nc(CSCC(=O)NC3CC3)c(C)o2)cc1,-1,6
CCCn1cc2c(c1-c1ccc(C)cc1)c(=O)n(C)c(=O)n2C,3,-3
Cc1cc(NO)nc(-c2ccc(Br)cc2)n1,1,30

# Next part.
SMILES,PglD DTNB,Statin myotox sup
Cc1cc(C(=O)N/N=C2\CC(=O)CC(C)(C)C2)n[nH]1,-5,6
O=C(O)C1(NS(=O)(=O)c2ccc(Cl)cc2)CCCCC1,-4,4
COCCN1C(=O)C(=O)/C(=C(/O)c2ccc(S(=O)(=O)N3CCOCC3)cc2)C1c1cccc([N+](=O)[O-])c1 (stereo unspecified),2,7
COc1ccc(Cl)cc1NC(=O)c1ccco1,-1,-79
CCn1nnnc1Oc1ccc(Cl)cc1,8,2
CCOC(=O)N1CCN(c2cc(=O)n(-c3ccc(OC)cc3)c(=O)[nH]2)CC1,2,-18
Cc1ccc(Sc2ncccc2COC(=O)Nc2c(C)cccc2C)cc1,5,19
CCOC(=O)/C(N=Nc1ccc(Cl)cc1)=C(/O)c1ccc([N+](=O)[O-])cc1,-2,-8
CCOc1ccc(S(=O)(=O)NCCC(=O)OC(C)C(=O)N2CCc3ccccc32)cc1 (stereo unspecified),0,-2
Clc1ccc2c(c1)C1=C(C(c3ccncc3)O2)C(c2ccc(Br)cc2)n2ncnc2N1 (stereo unspecified),2,19

# Shown as a hit in PglD DTNB (from the list above):
canonical_smiles,PglD DTNB
CCCCN1C(=O)c2ccc(C(=O)Nc3ccc(C)c(S(=O)(=O)N(C)C)c3)cc2C1=O,25*

# (more compounds)
SMILES,PglD DTNB,Statin myotox sup
COc1ccc(OCC(O)CN2C(=O)c3ccccc3S2(=O)=O)cc1 (stereo unspecified),0,-2
Cc1cc(C(=O)CN2C(=O)NC3(CCCc4ccccc43)C2=O)c(C)n1Cc1cccs1 (stereo unspecified),-3,21
C=CCn1c(=O)/c(=C\c2ccsc2)s/c1=C(/C#N)C(=O)NCCN1CCOCC1,-8,112*
CCn1c(CSc2nc3ccccc3s2)nnc1SCC(=O)c1ccc(Cl)cc1,3,5
CCCc1[nH]nc2c1C(c1ccc(OC)c(Cn3nc(C)c(Br)c3C)c1)C(C#N)=C(N)O2 (stereo unspecified),-10,5
Cc1csc(C(=O)O)c1-n1cccc1,3,1
CCN1CCCC1CNC(=O)C1CCCN(S(=O)(=O)c2cccc3nsnc23)C1 (stereo unspecified),8,6
COc1ccc(NC(=O)c2c(OC)cccc2OC)c(OC)c1,-2,13
C[n+]1cn(/N=C/c2ccccc2)c2ccccc21,1,-3
Cc1ccc(NC(=S)NCCN2CCOCC2)cc1C,-2,16
O=C(Nc1ccc2c(c1)OCO2)C1CCN(S(=O)(=O)c2cccs2)CC1,2,3
O=S1(=O)N=C(Nc2nncs2)c2ccccc21,-4,14
Cn1nnnc1SCc1ccc(C(=O)Nc2nccs2)cc1,4,-10
CC1(C)Cc2noc(N)c2C(C)(C)N1OC(=O)c1cccs1,-9,22
COc1ccc(Nc2cc(C(=O)NCc3ccco3)c3ccccc3n2)c(OC)c1,-2,-5
CCOc1ccc(N(C)S(=O)(=O)c2ccc3[nH]cc(C(=O)NCC4CCCO4)c(=O)c3c2)cc1 (stereo unspecified),-7,1
CN(C)c1ccc(C(=O)OCc2ccc(Br)cc2)cc1,5,8
O=C(NC1CC2CCC1C2)C1CCN(S(=O)(=O)c2ccc(-c3nn[nH]n3)cc2)CC1 (stereo unspecified),0,-5
CC1(C)CCCC2=C1CC1C(=O)N(c3ccccc3)C(=O)C1C2 (stereo unspecified),-2,-25
COc1ccc([N+](=O)[O-])cc1C1NN=C(c2ccccc2O)S1 (stereo unspecified),-1,-35
C#CCOCCOCCOCCNc1nc(N2CCN(C(=O)CCCCCCCCCCNC(=O)[C@H](CCCCN)n3cc(C)nn3)CC2)nc(N2CCN(C(=O)CCCCCCCCCCNC(=O)[C@@H]([C@H](C)O)n3cc(C)nn3)CC2)n1,2,-94
O=C(NCc1ccco1)C(c1ccccc1)N(Cc1cccnc1)C(=O)Cn1nnc2ccccc21 (stereo unspecified),11,-7
COc1ccc(C(=O)C(c2ccccc2)N2CCOCC2)cc1 (stereo unspecified),2,10
Nc1nnc(SCc2ccc3c(c2)OCO3)s1,3,3
Cc1cc(C)n2nc[n+](C)c2n1,-1,14
COc1ccccc1C(=O)Nc1cc2ccccc2oc1=O,-3,-18
C=CCn1c(Cc2c[nH]c3ccccc23)n[nH]c1=S,2,9
CCOC(=O)c1sc(C)c2c1NC(C)(c1cccs1)NC2=O (stereo unspecified),1,-7
O=C(NCc1ccccn1)C1CCCN(S(=O)(=O)c2cccc3nsnc23)C1 (stereo unspecified),-5,-10
O=C(NCC(=O)N(c1ccccc1)C(C(=O)NC1CCCC1)c1ccncc1)c1ccco1 (stereo unspecified),0,4

# Laid out differently: 27 of the compounds above
# Values run as follows: PglD DTNB | Statin myotox sup
Cc1cc(C(=O)CN2C(=O)NC3(CCCc4ccccc43)C2=O)c(C)n1Cc1cccs1 (stereo unspecified)
→ -3 | 21
C=CCn1c(=O)/c(=C\c2ccsc2)s/c1=C(/C#N)C(=O)NCCN1CCOCC1
→ -8 | 112*
CCn1c(CSc2nc3ccccc3s2)nnc1SCC(=O)c1ccc(Cl)cc1
→ 3 | 5
CCCc1[nH]nc2c1C(c1ccc(OC)c(Cn3nc(C)c(Br)c3C)c1)C(C#N)=C(N)O2 (stereo unspecified)
→ -10 | 5
Cc1csc(C(=O)O)c1-n1cccc1
→ 3 | 1
CCN1CCCC1CNC(=O)C1CCCN(S(=O)(=O)c2cccc3nsnc23)C1 (stereo unspecified)
→ 8 | 6
COc1ccc(NC(=O)c2c(OC)cccc2OC)c(OC)c1
→ -2 | 13
C[n+]1cn(/N=C/c2ccccc2)c2ccccc21
→ 1 | -3
Cc1ccc(NC(=S)NCCN2CCOCC2)cc1C
→ -2 | 16
O=C(Nc1ccc2c(c1)OCO2)C1CCN(S(=O)(=O)c2cccs2)CC1
→ 2 | 3
O=S1(=O)N=C(Nc2nncs2)c2ccccc21
→ -4 | 14
Cn1nnnc1SCc1ccc(C(=O)Nc2nccs2)cc1
→ 4 | -10
CC1(C)Cc2noc(N)c2C(C)(C)N1OC(=O)c1cccs1
→ -9 | 22
COc1ccc(Nc2cc(C(=O)NCc3ccco3)c3ccccc3n2)c(OC)c1
→ -2 | -5
CCOc1ccc(N(C)S(=O)(=O)c2ccc3[nH]cc(C(=O)NCC4CCCO4)c(=O)c3c2)cc1 (stereo unspecified)
→ -7 | 1
CN(C)c1ccc(C(=O)OCc2ccc(Br)cc2)cc1
→ 5 | 8
O=C(NC1CC2CCC1C2)C1CCN(S(=O)(=O)c2ccc(-c3nn[nH]n3)cc2)CC1 (stereo unspecified)
→ 0 | -5
CC1(C)CCCC2=C1CC1C(=O)N(c3ccccc3)C(=O)C1C2 (stereo unspecified)
→ -2 | -25
COc1ccc([N+](=O)[O-])cc1C1NN=C(c2ccccc2O)S1 (stereo unspecified)
→ -1 | -35
C#CCOCCOCCOCCNc1nc(N2CCN(C(=O)CCCCCCCCCCNC(=O)[C@H](CCCCN)n3cc(C)nn3)CC2)nc(N2CCN(C(=O)CCCCCCCCCCNC(=O)[C@@H]([C@H](C)O)n3cc(C)nn3)CC2)n1
→ 2 | -94
O=C(NCc1ccco1)C(c1ccccc1)N(Cc1cccnc1)C(=O)Cn1nnc2ccccc21 (stereo unspecified)
→ 11 | -7
COc1ccc(C(=O)C(c2ccccc2)N2CCOCC2)cc1 (stereo unspecified)
→ 2 | 10
Nc1nnc(SCc2ccc3c(c2)OCO3)s1
→ 3 | 3
Cc1cc(C)n2nc[n+](C)c2n1
→ -1 | 14
COc1ccccc1C(=O)Nc1cc2ccccc2oc1=O
→ -3 | -18
C=CCn1c(Cc2c[nH]c3ccccc23)n[nH]c1=S
→ 2 | 9
CCOC(=O)c1sc(C)c2c1NC(C)(c1cccs1)NC2=O (stereo unspecified)
→ 1 | -7

# (cont.)
SMILES,PglD DTNB,Statin myotox sup
CN(C)c1ccc(/C=N/n2ncc3ccccc32)cc1,-1,23
COc1ccccc1NC(=O)CN1C(=O)CCS(=O)(=O)c2ccccc21,4,125*
CN(C)c1ccc(N=C/C=C2\N(C)c3ccccc3C2(C)C)cc1,-2,-11
COc1ccc(CNC(=O)C(c2ccc(C)o2)N(Cc2cccs2)C(=O)Cc2cccs2)cc1 (stereo unspecified),-4,28
O=C1c2oc3ccccc3c(=O)c2C(c2cccs2)N1CCCN1CCOCC1 (stereo unspecified),1,-21
COCCOC(=O)c1c(NC(=O)CN2CCOCC2)sc(C(N)=O)c1C,0,6
